Screening data deposited in PubChem BioAssay by Broad Institute.
esBAF inh: blocks esBAF chromatin remodeling in mouse ES cells; Bmi1-luciferase knock-in reporter, 24 h; 100% = twice the neutral-well signal; reporter increase, % at 12.5 µM; 2% of 350,000 active; AID 602393; in the data active = activation above about 40%;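 note: 0% = median of the plate's neutral control wells and 100% = double that signal; a rise in the Bmi1 reporter signal indicates esBAF inhibition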
ARNT TACC3 PPI: ARNT/TACC3 interaction disruption; Q9Y6A5; AlphaScreen His-ARNT PAS-B/GST-TACC3 binding, luminescence; TACC3 fragment carries E629A point mutation; inhibition, % at 9.99 µM; 0.66% of 390,000 active; AID 623870;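 active = mean inhibition of replicates at least 50% and at least half of replicates each reaching 50%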;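 note: 0% = complete ARNT plus TACC3 wells and 100% = ARNT alone without TACC3; many hits fall short of the cut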
XiGFP reactiv: X-chromosome reactivation activator; 0.055% of 360,000 active; XiGFP mouse fibroblasts, % GFP-positive cells imaging, 3 d; cells co-treated with 5-aza-dC sensitizer; scaled so ellipticine positive control = 100%; AID 743238; activation, % at 7.58 µM;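 active = mean normalized replicate activation at least 10% and every replicate at or above 10%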;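 note: 0% = median of on-plate neutral control wells and 100% = ellipticine 6 µM median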
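System: SV40-immortalized XiGFP fibroblast cells, line 68-5-11 / Incubation: 3-day compound exposure, then 15 min fixation at room temperature / Compound: single concentration per compound, delivered by pin transfer / Buffer or medium: DMEM plus 5-aza-dC sensitizer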
RAD52 inh: RAD52 (human) annealing inhibition | P43351 | recombinant RAD52 DNA annealing, FRET fluorescence | inhibition, % at 18.7 µM | 0.46% of 360,000 active | AID 651710;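 active = every replicate showing at least 50% inhibition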
Target sequence (P43351 whole entry, looked up): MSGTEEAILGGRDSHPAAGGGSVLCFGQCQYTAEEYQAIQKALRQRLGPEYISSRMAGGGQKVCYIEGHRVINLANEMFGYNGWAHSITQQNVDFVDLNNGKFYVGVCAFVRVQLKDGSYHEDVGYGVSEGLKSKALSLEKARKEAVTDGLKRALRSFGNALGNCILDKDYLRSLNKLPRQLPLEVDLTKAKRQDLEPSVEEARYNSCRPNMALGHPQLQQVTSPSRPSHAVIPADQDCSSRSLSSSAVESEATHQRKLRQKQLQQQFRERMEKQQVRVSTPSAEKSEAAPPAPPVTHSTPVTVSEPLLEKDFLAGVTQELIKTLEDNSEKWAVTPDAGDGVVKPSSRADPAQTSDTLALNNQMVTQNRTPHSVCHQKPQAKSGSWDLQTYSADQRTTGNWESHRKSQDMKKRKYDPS
ERAP1 inh: blocks human ERAP1 aminopeptidase activity. inhibition, % at 10.7 µM. Q9NZ08. AID 652197. 0.15% of 340,000 active. recombinant ERAP1, Leu-AMC fluorescence, 60 min;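 active = mean replicate inhibition of at least 30%, or all replicates individually reaching that 30% level; inactive = mean below 30% and not every replicate reaching it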;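 note: 0% = neutral control wells and 100% = L-leucinethiol positive control wells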
CFTR F508del cor: CFTR F508del correction in bronchial cells | CFBE cells, YFP halide quenching; stimulated with forskolin plus potentiator P3; % fluorescence drop versus neutral controls | activity (quench increase), % at 7.58 µM | 0.36% of 350,000 active | AID 720511;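 active = mean added fluorescence quench of at least 8% versus neutral control, with both replicates also reaching 8%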;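 note: cells transiently co-express mutant CFTR-F508del with the halide-sensitive YFP; corrector assay measuring rescue of mutant channel to the surface after 24 h compound exposure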
GSIS activator: GLuc luminescence reporter in INS-1E cells, primary screen for activators of glucose-dependent secretion of insulin; activation, % at 16.6 µM; 0.61% of 370,000 active; INS-1E GLuc reporter insulin secretion, 2-3 h; AID 743287;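 active = lowest replicate activation of at least 40%, so every replicate reaches that level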;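 note: 0% = median of neutral control wells and 100% = median of IBMX positive control wells; some compounds called inactive have numbers as strong as hits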
RAD54 inh: inhibitors of human RAD54 branch migration; Q92698; 0.14% of 360,000 active; RAD54 Holliday junction branch migration, FAM/BHQ fluorescence; inhibition, % at 10.4 µM;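 active = mean normalized replicate activity at least 40 and at least half of replicates scoring 40 or more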;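 note: 0% = median of neutral control wells and 100% = median of positive control wells; inhibitors cause a drop in the FAM fluorescence signal; in these data hits start at about 50%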
Starred values were filed as active, the others as inactive; . = not tested or not shown; & = joins results of further samples. No enrichment for hits (roughly 3.3% active in at least one column).

SMILES	esBAF inh	ARNT TACC3 PPI	XiGFP reactiv	RAD52 inh	ERAP1 inh	CFTR F508del cor	GSIS activator	RAD54 inh
Cc1cc([N+](=O)[O-])nn1CC(=O)NNC(=S)Nc1ccc([N+](=O)[O-])cc1	-2	14	.	-7	5	-1.1	6	7
C[C@H](CO)N1C[C@H](C)[C@@H](CN(C)Cc2ccc(F)cc2)Oc2ncc(-c3cncnc3)cc2C1=O	-3	-7	-0.3	-10	1	-2.1	3	-5
O=C1CCC(C(=O)Nc2nnc(C3CC3)s2)=NN1	6	3	0.0	-8	-2	1.6	-6	7
Cc1noc(C)c1COc1ccccc1C(=O)N1CCN(c2cccc(Cl)c2)CC1	-5	2	0.0	-5	0	4.0	-20	-18
CCCNC(=O)N(C)C[C@H]1Oc2cc(C#CCOC)ccc2S(=O)(=O)N([C@H](C)CO)C[C@H]1C	0	-5	-0.6	-18	-1	0.6	12	-2
COCC#Cc1cnc2c(c1)C(=O)N([C@H](C)CO)C[C@H](C)[C@@H](CN(C)C(=O)Nc1ccccc1OC)O2	-11	22	0.7	-3	-5	0.9	2	11
CCOC(=O)C1=CCN(S(=O)(=O)c2ccc(Br)cc2)C1c1cccc(F)c1 (stereo not given)	.	.	0.1	-17	-3	-5.2	-13	.
COc1ccccc1CNC(=O)C1CCC(CNC(=O)[C@@H]2Cc3ccccc3CN2)CC1 (stereo not given in full)	-1	.	0.1	-21	-2	0.0	4	-2
COc1ccc(OCC(=O)Nc2ccc(N3CCOCC3)cc2)cc1	-7	1	.	-14	0	.	13	-3
Cn1nc(C(=O)OCC(=O)c2ccccc2)c2ccccc2c1=O	-6	-1	0.0	-3	-6	2.2	26	11
C[C@H](CO)N1C[C@H](C)[C@@H](CN(C)Cc2ccc(Oc3ccccc3)cc2)Oc2ccc(NC(=O)Nc3ccccc3)cc2CC1=O	-1	3	0.1	31	2	-1.4	-1	-6
CC(C)CC#Cc1ccc2c(c1)O[C@H](CN(C)C(=O)Cc1ccncc1)[C@H](C)CN([C@H](C)CO)S2(=O)=O	6&-2&-2	9&11	0.0&0.1	2&1&15	1&0	0.1&1.4&5.0	-24&5	-2&-4&-7
CCOC(=O)Cc1csc(NC(=O)/C=C\c2ccccc2)n1	.	10	0.3	-3	3	.	-3	.
Oc1cc(NCCN2CCOCC2)cc2cccnc12	-12	59*	0.0	48	0	-1.5	-9	-12
NC(=O)N1c2ccccc2CC(=O)c2ccccc21	4	28	0.0	-15	0	-1.1	.	-4
CC1CC(C)CN(S(=O)(=O)c2cc3c4c(c2)CCC(=O)N4CCC3)C1 (stereo not given)	2	11	0.1	-2	1	2.5	18	-2
CN1c2ccc(-c3cccc(C#N)c3)cc2[C@H]2[C@H](CCN2C(=O)CC2CC2)[C@H]1CO	-1	-9	0.0	.	.	0.9	-5	4
O=C(Nc1nccs1)c1ccc(Cl)c([N+](=O)[O-])c1	14	-10	0.0	0	10	6.8	.	-4
CNC(=O)NCC12CC3CC(CC(C3)C1)C2	2	7	.	.	.	.	11	-3
COc1ccc(NC(=O)N(C)C[C@@H]2Oc3ccc(NS(=O)(=O)c4cccs4)cc3CC(=O)N([C@@H](C)CO)C[C@H]2C)cc1	3	.	0.1	.	.	-6.5	-12	2
Cc1ccc(S(=O)(=O)CCC(=O)Nc2cccc(S(=O)(=O)N3CCCCCC3)c2)cc1	13	.	-0.1	0	0	2.0	-50	-5
O=C(c1ccncc1)N1CCCCN2[C@@H](CO)[C@H](c3ccc(-c4ccccc4)cc3)[C@@H]2C1	.	-9	0.1	1	-3	3.4	13	-1
COc1ccc(C(=O)Nc2ccc3c(c2)C(=O)N(C)[C@H]2CC[C@@H](CC(=O)NCC4CC4)O[C@H]2CO3)cc1	5	-3	0.0	-6	0	.	1	8
COC(=O)C1=C(C)N(C)C(=NCc2ccc(C(F)(F)F)cc2)NC1c1cccc(F)c1 (stereo not given)	.	.	0.4	19	5	-1.6	.	.
Cc1nn(C)c(C(=O)N/N=C/c2ccncc2)c1Cl	20	-3	-0.1	-3	-2	1.3	20	-4
COc1ccc(S(=O)(=O)NCC(c2ccc3c(c2)OCO3)N2CCOCC2)cc1C (stereo not given)	.	.	0.2	-9	0	-0.4	-6	.
O=C(Cn1c(-c2ccccc2)c[n+]2ccsc12)c1ccc([N+](=O)[O-])cc1	.	-11	0.0	-1	2	-2.6	-11	13
C[C@@H]1CN([C@@H](C)CO)S(=O)(=O)c2ccc(Br)cc2O[C@@H]1CN(C)S(=O)(=O)c1ccccc1	-2	-1	0.6	10	-3	-5.3	-7	-3
CC(C)C#Cc1cnc2c(c1)C(=O)N([C@@H](C)CO)C[C@@H](C)[C@H](CN(C)C(=O)Nc1ccc(F)cc1)O2	4	.	-1.1	0	8	-0.2	-27	-7
CC(C)CC1C(=O)N(Cc2cn(Cc3ccco3)nn2)CCS(=O)(=O)N1Cc1ccc(-c2ccncc2)cc1 (stereo not given)	12	.	0.0	-15	-1	-3.9	12	.
Cc1ccc(S(=O)(=O)Nc2cccc3c2O[C@@H](CN(C)Cc2ccc(C(=O)O)cc2)[C@H](C)CN([C@@H](C)CO)C3=O)cc1	6	-4	5.1	6	3	0.2	4	-5
CN(Cc1ccccc1)S(=O)(=O)c1ccc2[nH]cc(C(=O)NCC3CCCO3)c(=O)c2c1 (stereo not given)	4	-7	.	.	.	.	0	4
Cc1ccccc1CN1[C@@H](C)[C@H](c2ccccc2)Oc2cccc(N3CCCC3)c2S1(=O)=O	.	.	0.1	-20	0	1.0	3	.
C[C@H](CO)N1C[C@H](C)[C@H](CN(C)S(=O)(=O)c2cccs2)OCCCC[C@H](C)Oc2ccc(NC(=O)CCC(F)(F)F)cc2C1=O	2	-12	0.2	-47	3	0.7	-9	-2
O=C(Cn1c(O)c(/C=C2\C=Nc3ccccc32)sc1=O)Nc1ccc2c(c1)OCO2	6	-5	.	-32	-1	-4.8	11	2
Oc1ccc(Cl)cc1/C=N/c1nccs1	5	-9	.	.	.	.	0	-4
CCNS(=O)(=O)c1ccc(C(=O)Nc2ccccc2)cc1	6	-1	.	.	.	.	35	1
Cc1ccsc1C(=O)C1CCCN(Cc2cccn2-c2ccc(Cl)cn2)C1 (stereo not given)	1	5	-0.2	-2	.	2.1	-5	.
CC(NC(=O)c1cccs1)c1ccccc1 (stereo not given)	-7	0	0.0	0	.	1.6	-20	13
COc1ccc(C(=O)N2CCN(S(=O)(=O)N3CCOCC3)CC2)cc1OC	-11	3	.	.	.	.	15	-12

5 structures already listed, arranged by formula weight, ascending.
SMILES	esBAF inh	ARNT TACC3 PPI	XiGFP reactiv	RAD52 inh	ERAP1 inh	CFTR F508del cor	GSIS activator	RAD54 inh
COc1ccc(C(=O)N2CCN(S(=O)(=O)N3CCOCC3)CC2)cc1OC	-11	3	.	.	.	.	15	-12
O=C(Cn1c(O)c(/C=C2\C=Nc3ccccc32)sc1=O)Nc1ccc2c(c1)OCO2	6	-5	.	-32	-1	-4.8	11	2
CN(Cc1ccccc1)S(=O)(=O)c1ccc2[nH]cc(C(=O)NCC3CCCO3)c(=O)c2c1 (stereo not given)	4	-7	.	.	.	.	0	4
CC(C)CC1C(=O)N(Cc2cn(Cc3ccco3)nn2)CCS(=O)(=O)N1Cc1ccc(-c2ccncc2)cc1 (stereo not given)	12	.	0.0	-15	-1	-3.9	12	.
Cc1ccc(S(=O)(=O)Nc2cccc3c2O[C@@H](CN(C)Cc2ccc(C(=O)O)cc2)[C@H](C)CN([C@@H](C)CO)C3=O)cc1	6	-4	5.1	6	3	0.2	4	-5

Continued:
SMILES	esBAF inh	ARNT TACC3 PPI	XiGFP reactiv	RAD52 inh	ERAP1 inh	CFTR F508del cor	GSIS activator	RAD54 inh
CCC(NS(=O)(=O)c1cccs1)c1ccc(C)cc1 (stereo not given)	-1	.	0.2	-8	-1	0.0	12	-1
CCCCN(C=O)c1c(CC)nc2c(OCCC3CCCCC3)cccn12	6	.	0.1	-24	0	2.9	117	-8
Brc1cccc(C=Nc2cccc3ncccc23)c1	.	32	0.2	5	0	-1.8	12	.
Cc1ccc(NC(=O)Cc2nnc(SCC(=O)NC3=NCCS3)n2C)cc1	-3	-1	-0.1	-30	-1	0.7	19	-11
COc1ccc(S(=O)(=O)n2nc(-c3ccc(Cl)cc3)cc2N)cc1	2	-3	0.2	-4	0	0.9	11	-2
COc1ccc(N(C(=O)c2cnccn2)C(C(=O)NCc2ccccc2)c2ccc(O)cc2)cc1 (stereo not given)	15	0	0.1	-17	-4	3.3	-15	6
COc1ccccc1-c1ccc([C@H]2[C@@H](CO)N3CCCCN(Cc4ccncc4)C[C@@H]23)cc1	-59	10	0.5	1	-1	2.1	-8	3
CCC1OC(C2CC2)CC2=C1C(=O)OC(C)(C)O2 (stereo not given)	.	.	0.2	-2	-2	6.6	44*	.
CCCOc1ccc(N2C(=O)CC(SC(=N)N3N=C(c4ccccc4)CC3c3ccccc3)C2=O)cc1 (stereo not given)	.	-3	0.1	-23	-4	-3.1	-6	.
O=C(NCc1ccccn1)[C@H]1[C@H](CO)[C@H]2Cn3c(cccc3=O)[C@H]2N1CCc1ccccc1	1	13	0.0	-18	0	.	2	-1
COc1ccccc1NC(=O)C1CCN(S(=O)(=O)c2ccc3c(c2)CC(C)N3C(C)=O)CC1 (stereo not given)	-2	9	0.1	-11	0	4.1	-4	14
O=C(Nc1ccc(Cl)c(S(=O)(=O)N2CCOCC2)c1)c1cc(=O)[nH]c2ccccc12	6	5	-0.5	-5	6	-1.0	.	1
COc1ccc(-c2csc(NC(=O)CSc3nc(SC)ns3)n2)cc1	67*	-2	0.2	-1	1	.	2	.
COc1ccc2c3c([nH]c2c1)[C@@H](CO)N(C(=O)C1CCC1)CC31CN(C(=O)c2ccccn2)C1	.	.	0.2	-7	-1	0.8	-8	.
OC[C@@H]1Nc2ccc(-c3ccccc3)cc2[C@H]2[C@@H]1CCN2Cc1ccc(F)cc1	-2	8	0.1	0	1	-0.5	7	-1
C/C(=C\c1ccccc1)C(=O)n1nnc2ccccc21	-4	-6	.	4	2	-0.9	.	5
Cc1cccc(-n2cc(CN3CCN(Cc4nccn4C)CC3)c(-c3cccc(F)c3)n2)c1	.	26	0.0	4	5	-1.3	-12	.
CN(C(=O)c1ccco1)c1nc(CC(=O)Nc2ccccc2)cs1	14	2	.	.	.	.	-13	1
CCCNC(=O)C1(C)CCCN(C(=O)COc2ccc(Cl)cc2Cl)C1 (stereo not given)	-3	.	0.0	-3	2	-2.4	.	12
O=C1C2C3C=CC(C3)C2C(=O)N1c1ccc(-c2nc(-c3ccccc3)nc3ccccc23)cc1 (stereo not given)	.	.	0.5	-6	-1	3.7	10	.
CC(=O)Nc1ccc(S(=O)(=O)NCC(=O)Nc2ccc3c(c2)OCO3)cc1	1	-8	0.1	-7	-1	-0.8	0	-1
CSc1ccccc1NC(=O)CN1C(=O)C2CC=CCC2C1=O (stereo not given)	-1	2	0.0	-1	-2	0.7	6	3
Cc1ccc(CN2CC(=O)N3[C@H](CO)[C@@H](c4ccc(-c5ccccc5F)cc4)[C@@H]3C2)cc1	.	.	0.0	-12	2	-1.1	2	.
COc1ccc(-c2cc3nc(C)cc(N4CCN(C(=O)c5cccnc5)CC4)n3n2)cc1	4	.	0.0	-1	-3	1.3	-2	7
c1ccc(Cn2cc(CNc3ccccc3)nn2)cc1	20	0	0.0	-3	2	1.4	-6	-14
Cc1ccc(S(=O)(=O)NNC2CC(=O)N(c3ccc(Br)cc3)C2=O)cc1 (stereo not given)	.	-11	0.5	-5	6	.	21	.
O=C(COc1ccc(F)cc1Cl)N(Cc1nnc(-c2ccccc2Cl)o1)C1CC1	.	21	0.0	-29	-3	-3.6	-21	-2
